# Assay outcomes (PubChem)
# FEN1 inhibitor – blocks human flap endonuclease 1. actives 0.35% (n = 390,000). Potency, µM (titrated, usually from 114 µM), for the others: top-dose activity change, negative = inhibition, hits mostly inhibitors. Recombinant FEN1 flap cleavage, fluorescence, 15 min; note: nearly all actives have a fitted effect of over 65% in size
#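 FEN1 at 10 nM preincubated with compounds 15 min at room temperature, then flap DNA substrate added at 50 nM final. Signal read at 0 and 15 min; concentration-response fitted with four-parameter Hill equation.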
# KAT2A inh – blocks human GCN5L2 histone acetyltransferase. Potency, µM (top dose mostly 58.9 µM), for inactives: top-dose activity change, negative = inhibition, hits mostly inhibitors. GCN5L2 HAT assay, ThioGlo1 CoA-SH fluorescence. Q92830. actives 0.21% (n = 390,000)
# Target sequence (Q92830 whole entry, looked up): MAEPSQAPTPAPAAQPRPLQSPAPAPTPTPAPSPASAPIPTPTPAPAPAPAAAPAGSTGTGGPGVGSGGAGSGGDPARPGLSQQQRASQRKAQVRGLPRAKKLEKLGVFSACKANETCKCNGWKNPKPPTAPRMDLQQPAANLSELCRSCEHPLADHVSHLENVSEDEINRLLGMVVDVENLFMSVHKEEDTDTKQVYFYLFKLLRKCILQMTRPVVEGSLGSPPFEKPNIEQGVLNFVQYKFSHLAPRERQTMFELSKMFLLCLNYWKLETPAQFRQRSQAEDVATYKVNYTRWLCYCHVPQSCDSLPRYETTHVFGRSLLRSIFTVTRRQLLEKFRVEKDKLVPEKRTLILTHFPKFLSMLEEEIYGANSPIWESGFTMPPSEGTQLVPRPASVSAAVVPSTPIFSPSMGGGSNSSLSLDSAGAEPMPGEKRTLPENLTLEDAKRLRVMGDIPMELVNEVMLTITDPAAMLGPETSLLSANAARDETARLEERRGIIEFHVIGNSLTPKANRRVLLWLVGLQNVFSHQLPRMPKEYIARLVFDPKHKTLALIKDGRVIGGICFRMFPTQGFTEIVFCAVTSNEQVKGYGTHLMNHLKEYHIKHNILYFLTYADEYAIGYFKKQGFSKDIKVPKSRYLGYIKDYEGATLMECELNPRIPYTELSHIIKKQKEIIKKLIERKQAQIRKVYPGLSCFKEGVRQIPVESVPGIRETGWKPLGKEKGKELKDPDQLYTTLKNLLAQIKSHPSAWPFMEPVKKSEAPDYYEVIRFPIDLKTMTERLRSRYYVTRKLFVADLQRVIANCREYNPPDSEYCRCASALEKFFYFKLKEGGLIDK
#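 Fluorescence readout, Ex340nm/Em540nm: ThioGlo1 (50uM final) reacts with free CoA thiol released as 20nM GCN5L2 acetylates H3(1-25) peptide (75uM) using acetyl-CoA (70uM). Compound and enzyme sat 15 min beforehand; 20 min room-temperature reaction.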
# DT40 TDP1 CPT – DT40-hTDP1 cell growth loss with CPT; chicken DT40 Tdp1-/-;hTDP1 cells + 20 nM CPT, ATP luminescence, 48 h; Potency, µM (titrated, usually from 46.2 µM), inactives show at the top dose activity change, negative = growth inhibition, actives largely listed as inhibitors; actives 12% (n = 420,000); note: nearly all actives have a fitted effect of over 55% in size
#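 Cell growth measured by CellTiter-Glo luminescence after a minimum 48 h, 37 C compound exposure with 20 nM CPT in Tdp1-knockout DT40 cells stably expressing hTDP1, seeded 400/well; qHTS titration format.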
# The depositor's hits bear a star; u = inconclusive; x = no result given; & = joins results of further samples; [ ] = dose if it differs, or a comment. Calls come from the whole dose curve; as a rule, active = well fitted curve in the direction sought with a large enough effect; inconclusive = small, poorly fitted or top-dose-only effect, or another doubt; inactive = no such curve, though single readings can be large; an effect the other way counts as inactive or inconclusive. % is set by controls: 0 for no effect and ±100 for the full control effect; potency is the fitted concentration of half-maximal effect. Only part of the results is shown. The share of hits here may be higher or lower than overall.
SMILES,FEN1 inhibitor,KAT2A inh,DT40 TDP1 CPT
COc1ccccc1CNc1ncnc2ccc(-c3cccnc3)cc12,x,-13%,u
COc1ccc(N2C(=O)CC(N3CCC(c4nc5ccccc5[nH]4)CC3)C2=O)cc1 (stereo unspecified),0%,-3%,u
Cc1ccc(F)cc1NCC(=O)Nc1ccc(Cl)cc1F,-13%,-3%,10%
COC(=O)c1sc2cccc(F)c2c1S(=O)(=O)Nc1ccc(C)cc1Cl,-3%,-21%,-11%
Cc1ccc(C(=O)Nc2ccc(S(=O)(=O)N3CCN(C)CC3)cc2)o1,12%,-2%,-15%
CCC(=O)Nc1sc2c(c1C(N)=O)CCN(Cc1ccccc1)C2,-8%,u,-3%
COc1ccc(S(=O)(=O)N2CCOCC2)cc1NC(=O)c1cc2c(s1)CCCC2,-12%,-6%,6%
COc1ccc([C@H]2/C=C\CN(C(=O)C3CCCC3)[C@@H](C)C(=O)N2Cc2ccc(F)cc2)cc1,-18%,x,13µM*
CC(O)c1nc2ccccc2n1CCCOc1ccccc1 (stereo unspecified),-14%,-13%,u
O=c1c(S(=O)(=O)c2ccc(Cl)cc2)cn(Cc2cccc(F)c2)c2ccc(F)cc12,1%,-7%,u
CN1C(=O)[C@H](Cc2ccc([N+](=O)[O-])cc2)NC1=S,12%,-21%,u
COc1ccc(-c2noc(-c3ccc(N4CCN(c5ccccc5)CC4)c([N+](=O)[O-])c3)n2)cc1OC,-2%,-9%,23µM*
COc1ccc(/C=N\NC(=O)c2ccccc2Br)cc1COc1ccccc1,4%,-2%,u
O=C(COC(=O)c1ccc2ncsc2c1)Nc1ccc(OC(F)(F)F)cc1,-4%,-10%,6%
COC(=O)c1cccc(NC(=O)Cc2ccsc2)c1,1%,0%,-10%
CN(C(=O)Cc1c[nH]c2ccccc12)C(C(=O)Nc1ccc2c(c1)OCO2)c1ccccc1 (stereo unspecified),-20%,-6%,-27%
Cc1nc2ccccc2c2oc(C(=O)NCC3CCCO3)cc12 (stereo unspecified),-19%,-2%,u
Cc1ccc2[nH]c(=O)c(CN(Cc3cccnc3)C(=O)c3ccncc3)cc2c1,0%,1%,u
O=c1c2sccc2nc(SCc2cc(=O)n3cc(Cl)ccc3n2)n1-c1ccc(F)cc1,-5%,-2%,u
CCOC(=O)c1c(NC(=O)CN2C(=O)NC(C)(c3ccc(OC(F)F)cc3)C2=O)sc(C)c1C (stereo unspecified),u,-18%,21µM*
COC(=O)Nc1nn(-c2ccc(OC)cc2)c(=O)c(C#N)c1C,5%,1%,-7%
Nc1nonc1-n1nnc(C(=O)N/N=C/c2ccc(OCc3ccccc3)cc2)c1COc1ccc(F)cc1,9%,-5%,u
O=c1c(Cc2c(F)cccc2Cl)c(O)ccn1C1CCCCCC1,15%,-9%,-22%
CC(=O)Oc1ccc(C2=Cc3ccc(OC(C)=O)cc3OC2C)cc1 (stereo unspecified),2%,x,18µM*
Cc1ccc(C(=O)NC2CCS(=O)(=O)C2)cc1S(=O)(=O)N1CCCC1 (stereo unspecified),7%,-1%,30%[activator]

# A stretch from further up:
SMILES,FEN1 inhibitor,KAT2A inh,DT40 TDP1 CPT
COc1ccccc1CNc1ncnc2ccc(-c3cccnc3)cc12,x,-13%,u
COc1ccc(N2C(=O)CC(N3CCC(c4nc5ccccc5[nH]4)CC3)C2=O)cc1 (stereo unspecified),0%,-3%,u
Cc1ccc(F)cc1NCC(=O)Nc1ccc(Cl)cc1F,-13%,-3%,10%
COC(=O)c1sc2cccc(F)c2c1S(=O)(=O)Nc1ccc(C)cc1Cl,-3%,-21%,-11%
Cc1ccc(C(=O)Nc2ccc(S(=O)(=O)N3CCN(C)CC3)cc2)o1,12%,-2%,-15%
CCC(=O)Nc1sc2c(c1C(N)=O)CCN(Cc1ccccc1)C2,-8%,u,-3%
COc1ccc(S(=O)(=O)N2CCOCC2)cc1NC(=O)c1cc2c(s1)CCCC2,-12%,-6%,6%
COc1ccc([C@H]2/C=C\CN(C(=O)C3CCCC3)[C@@H](C)C(=O)N2Cc2ccc(F)cc2)cc1,-18%,x,13µM*
CC(O)c1nc2ccccc2n1CCCOc1ccccc1 (stereo unspecified),-14%,-13%,u
O=c1c(S(=O)(=O)c2ccc(Cl)cc2)cn(Cc2cccc(F)c2)c2ccc(F)cc12,1%,-7%,u
CN1C(=O)[C@H](Cc2ccc([N+](=O)[O-])cc2)NC1=S,12%,-21%,u
COc1ccc(-c2noc(-c3ccc(N4CCN(c5ccccc5)CC4)c([N+](=O)[O-])c3)n2)cc1OC,-2%,-9%,23µM*

# The listing continues:
SMILES,FEN1 inhibitor,KAT2A inh,DT40 TDP1 CPT
C[C@]12CCC(=O)C=C1CC[C@@H]1[C@@H]2[C@@H](O)C[C@]2(C=O)[C@@H](C(=O)CO)CC[C@@H]12,-4%,-4%,-3%
Cc1ccc(S(=O)(=O)Nc2ccccc2C(O)c2ccccc2)cc1 (stereo unspecified),-9%,2%,u
CCn1c(N)c(C(=O)N2CCOCC2)sc1=S,-3%,-8%,-20%
CCN(CC)C(=O)[C@H]1C[C@H](CC(=O)NCc2ccco2)C(=O)N2CCc3c([nH]c4cc(-c5ccco5)ccc34)[C@]12C,-18%,-7%,u
CC[C@H]1OC(=O)[C@H](C)[C@@H](O[C@H]2C[C@@](C)(OC)[C@@H](O)[C@H](C)O2)[C@H](C)[C@@H](O[C@@H]2O[C@H](C)C[C@H](N(C)C)[C@H]2O)[C@](C)(O)C[C@@H](C)[C@@H]2N[C@@H](COCCOC)O[C@H]([C@H]2C)[C@]1(C)O,6%,2%,0%
CCOc1ccc2[nH]c(=O)c(CN(Cc3cccs3)C(CC)c3nnnn3C(C)(C)CC)cc2c1 (stereo unspecified),-13%,-10%,21µM*
Cc1nc(N2CCN(c3ccccn3)CC2)c2c(C)c(C(=O)Nc3ccc(F)cc3Cl)sc2n1,12%,-14%,23µM*
[O-]C(=C(C(=S)Nc1cccc2ccccc12)[n+]1ccccc1)c1ccc2c(c1)OCCO2,1%,x,-15%
CCN1CCN(CCCNC(=O)C2CCN(c3nnc(-n4cccc4)s3)CC2)CC1,-9%,-7%,-12%
CN=c1scc(-c2ccccc2F)n1/N=C(\C)c1cccnc1,-2%,6%,u
CCOc1ccc(-n2c(SCC(=O)NC3CCCCC3)nc3c([nH]c4ccccc43)c2=O)cc1,-3%,3%,u
CC1(C)CC(=O)CC2(C1)NCC(c1ccccc1)c1c2[nH]c2ccccc12 (stereo unspecified),-21%,4%,u
O=C(Cc1cccs1)N[C@@H]1c2ccccc2CC[C@@H]1OCc1ccccc1,1%,1%,-28%
O=C1/C(=C/c2ccccc2)N=C(N2CCOCC2)N1c1cccc(Cl)c1,-17%,-8%,u
O=C(NCC(c1ccco1)N1CCCC1)c1cc2ccccc2s1 (stereo unspecified),-18%,2%,-23%
Cc1cc(N/N=C/c2ccccc2)nc(N)n1,-10%,0%,0%
CN1CCN(CCC(=O)Nc2ccc(C3CCCC3)cc2)CC1,18%,3%,u
O=[N+]([O-])c1ccc(OCCO)nc1,-2%,0%,2%
Cc1ccccc1NC(=O)CN1C(=O)NC2(CCCCCCC2)C1=O,10%,-10%,-26%
O=C(CNC(=O)c1ccccc1)Oc1ccc([N+](=O)[O-])cc1,5%,-4%,-9%
O=C(CCc1nc(-c2ccccc2)no1)Nc1cc(C(F)(F)F)ccc1Cl,-3%,-4%,u
CCN(CC(=O)Nc1ccc(NC(C)=O)cc1)C(=O)C1(c2ccccc2)CC1,-1%,0%,15%
CC1CC(C)CN(C(=O)COC(=O)c2cc3ccccc3oc2=O)C1 (stereo unspecified),-2%,0%,3%
CCn1c(SCC(=O)OCc2ccccc2)nc2c1c(=O)n(C)c(=O)n2C,0%,-4%,2%
COc1ccc2c(c1)cc1c(=O)n(CC(=O)NC3CC3)nc(C)n12,-2%,-5%,-2%
# The list continues.
SMILES,FEN1 inhibitor,KAT2A inh,DT40 TDP1 CPT
Cc1ccc(C)c(CN2C(=O)COc3ccccc32)c1,-6%,-3%,-14%
CC(C)n1cc(CN2CCC(n3nccc3NC(=O)Cc3ccccc3)CC2)cn1,2%,-5%,-4%
CC(C)(C)NC(=O)c1oc2ccccc2c1COc1ccccc1,u,-7%,u
CCCSc1nc(-c2ccccc2)[nH]c1S(=O)(=O)c1ccc(C)cc1,-22%,-25%,u
C=CCN(CC=C)C(=O)COn1nnc2ccc(S(=O)(=O)N3CCOCC3)cc21,2%,1%,-9%
COc1cccc(C(=O)/C(C#N)=N/Nc2cccc(-c3ccnc(C)n3)c2)c1,10%,-7%,u
CC(C)(C)C(=O)NC1CCN(S(=O)(=O)c2ccccc2F)CC1,-3%,-14%,8%
COc1ccc(OC(C)C(=O)N2CCc3ccccc3C2)cc1 (stereo unspecified),-9%,-7%,u
COCCNc1cc(N)c([N+](=O)[O-])cc1[N+](=O)[O-],1%,-2%,11%
CCOc1ccc(S(=O)(=O)NCCSCc2ccco2)cc1,-11%,-7%,-16%
COc1cccc(CN(C)CC2CCCN(CCc3ccc(Cl)cc3)C2)c1OC (stereo unspecified),-3%,5%,16µM*
NC(=O)CSc1oc(-c2ccco2)nc1S(=O)(=O)c1ccc(Cl)cc1,-8%&-3%,-7%&-10%,4%&12%
COC(=O)C1=C(CS(=O)(=O)c2cc(Cl)ccc2OC)NC(=O)NC1c1ccc(O)c(OC)c1 (stereo unspecified),-11%,0%,-11%
Cc1cc(Cl)ccc1C(=O)C1CCCN(C(=O)c2nonc2C)C1 (stereo unspecified),-21%,u,u
CCn1c(SCC(=O)OC2CCCCC2)nnc1-c1ccncc1,-5%,-1%,-8%
COc1ccccc1NC(=O)C(C)Sc1nnnn1C (stereo unspecified),-1%,4%,15%
O=C(CNS(=O)(=O)c1ccc2ccccc2c1)OCc1csc(-c2ccccc2)n1,-1%,-16%,u
COc1cc2c(cc1OC)C(c1cccc(Cl)c1)CC(=O)N2 (stereo unspecified),4%&-1%,-7%&-9%,u
Cc1ccc(Cn2cc(CCC(=O)NCc3ccc(OC(C)C)cc3)c3ccccc32)cc1,-20%,-13%,23µM*
CCOC(=O)c1nnn2c1nc(N1CCN(c3ccccc3)CC1)c1ccccc12,-14%,0%,u
Cc1ccc(CCNS(=O)(=O)c2ccc(C)cc2)cc1,-13%,-9%,u
COC(=O)c1nn(-c2ccc(Oc3ccccc3)cc2)c(=O)cc1O,-11%,-11%,-1%
CCCCn1c(N)c(N(CC)C(=O)C(c2ccccc2)c2ccccc2)c(=O)[nH]c1=O,3%,-10%,-22%
COc1cc2sc(C)nc2cc1C,8%,2%,1%
c1ccc(Cn2c(-c3ccccc3)nc3nc4ccccc4nc32)cc1,-2%,-4%,21µM*
# Following part.
SMILES,FEN1 inhibitor,KAT2A inh,DT40 TDP1 CPT
CC(C)c1ccc2c(c1)CCC1C(C)(C(N)=O)CCCC21C (stereo unspecified),x,-9%,u
COC(=O)CC1=C(c2ccc([N+](=O)[O-])cc2)CCC1=O,-5%,x,14%
Cc1onc(-c2ccccc2Cl)c1C(=O)N1CCCC1,2%,-3%,-1%
COCCCNc1nc(-c2ccc(Cl)cc2)nc2ccccc12,-8%,-8%,u
O=C(CN(C(=O)CCC(=O)Nc1nccs1)c1ccc2c(c1)OCO2)NCc1ccccc1,2%,-2%,-8%
C#CCSc1nnc(-c2cccc3ccccc23)o1,-12%,x,-13%
C=C(C)Cn1c(CCCNC(=O)CC)nc2ccccc21,15%,-1%,u
O=C(CCc1nnc(C2(c3ccc(Cl)cc3)CCC2)o1)N1CCCC1,-10%,-5%,-18%
CC1(c2ccc3ccccc3c2)NC(=O)N(CC(=O)O)C1=O (stereo unspecified),0%,-4%,-10%
CCOc1ccc(C(=O)N2CCc3ccccc32)cc1,-2%,3%,-29%
O=C(NCc1ccc(F)cc1)C1(S(=O)(=O)c2ccc(Cl)cc2)CC1,-9%,0%,-5%
Cc1cccc(-n2c(=O)c3c(c4cc(C)ccc4n3C)n(CC(=O)Nc3ccccc3Cl)c2=O)c1,-7%,1%,0%
CN(CC(=O)Nc1cccc(F)c1)C(=O)c1ccccc1Sc1ccccc1C#N,-10%,-3%,u
O=C1C(=O)N(Cc2cccnc2)C(c2ccccn2)/C1=C(/O)c1ccc(Br)cc1 (stereo unspecified),9%,-4%,14%
CCC(C(=O)NC1CCCC1)N(Cc1ccccc1Cl)C(=O)c1snc(C(N)=O)c1N (stereo unspecified),-8%,-1%,-5%
Nc1ccc(C(=O)OCC(=O)Nc2cccc(S(=O)(=O)NC3=NCCCCC3)c2)cc1[N+](=O)[O-],1%,-2%,-5%
CCOC(=O)c1c(-c2ccc(OC)cc2)csc1NC(=O)CSc1nnc(C)c(=O)[nH]1,-4%,-2%,4%
O=C(c1cc(S(=O)(=O)N2CCOCC2)c(Cl)cc1Cl)N1CCCCC1,-1%,-4%,-20%
O=S(=O)(Nc1ncccn1)c1ccc(NC(=S)Nc2ccccc2Cl)cc1,16%,-6%,3%
